SENP6 inh: inhibitors of human SENP6 protease; Q9GZR1; Recombinant SENP6 catalytic domain, aminoluciferin luminescence; inhibition, % at 10 µM; hit rate 1.8% among 330,000; AID 2599;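 active = inhibition above about 50% at the single tested dose, limit read from the data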;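 note: plate controls were DMSO wells with enzyme for no effect and DMSO wells lacking enzyme for full effect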
SENP8 block: inhibitors of human SENP8 protease | hit rate 0.64% among 360,000 | recombinant SENP8, Nedd8 substrate fluorescence | Q96LD8 | inhibition, % at 20 µM; in the data active = inhibition mostly above about 40%, no sharp cut-off; inactive = mostly below about 27%
Target sequence (Q96LD8 whole entry, looked up): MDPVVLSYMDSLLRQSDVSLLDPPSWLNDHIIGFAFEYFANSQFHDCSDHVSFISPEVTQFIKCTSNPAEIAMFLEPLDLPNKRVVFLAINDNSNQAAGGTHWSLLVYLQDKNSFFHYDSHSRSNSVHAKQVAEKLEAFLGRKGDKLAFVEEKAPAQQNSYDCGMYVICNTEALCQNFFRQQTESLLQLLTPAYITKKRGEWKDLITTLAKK
MPTP block: blocks calcium-induced mitochondrial swelling; isolated mouse mitochondria, Ca2+ swelling absorbance, 30 min; hit rate 1.4% among 360,000; inhibition, % at 10 µM;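 active = inhibition of 50% or more, scaled per plate between neutral and stimulator controls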;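 note: 0% = DMSO wells given calcium and 100% = 1 mM EGTA wells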
PfGluPho inh: PfG6PD (Plasmodium falciparum) enzyme inhibition | PfGluPho enzyme, NADPH resazurin-diaphorase fluorescence | inhibition, % at 20 µM | hit rate 0.78% among 350,000;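 active = inhibition reaching at least a set limit at 20 µM in the primary screen, cut at about 59% in these data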;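 note: 0% = DMSO wells with substrate and 100% = DMSO wells lacking glucose-6-phosphate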
hIAP activ: increases human intestinal alkaline phosphatase activity. purified human IAP, CDP-Star luminescence, 30 min; stronger effect = higher value; 1 = vehicle-only enzyme, 0 = enzyme-free background. activation factor at 10 µM. P09923. hit rate 0.16% among 330,000;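 active = activation factor of the enzyme at least 2-fold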; note: the source names both 10 and 20 µM as test concentration; values of inactives mirror those of a sister screen read the other way
Target sequence (P09923 whole entry, looked up): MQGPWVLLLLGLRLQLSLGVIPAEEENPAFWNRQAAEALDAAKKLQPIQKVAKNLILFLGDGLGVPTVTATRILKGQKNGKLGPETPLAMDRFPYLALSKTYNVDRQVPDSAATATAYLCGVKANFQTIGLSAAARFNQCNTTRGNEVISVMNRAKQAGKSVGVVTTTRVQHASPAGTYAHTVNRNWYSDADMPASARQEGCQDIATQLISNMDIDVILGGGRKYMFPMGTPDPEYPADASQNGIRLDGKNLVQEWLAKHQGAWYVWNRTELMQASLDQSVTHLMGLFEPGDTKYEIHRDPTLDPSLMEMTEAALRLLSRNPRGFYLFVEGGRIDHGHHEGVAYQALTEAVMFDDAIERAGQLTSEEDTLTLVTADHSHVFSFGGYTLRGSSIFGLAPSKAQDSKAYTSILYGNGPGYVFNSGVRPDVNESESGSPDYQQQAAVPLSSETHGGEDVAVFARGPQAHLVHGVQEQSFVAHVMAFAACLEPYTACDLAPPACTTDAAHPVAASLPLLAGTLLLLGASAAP
SENP1 inh: SENP1 (human) catalytic domain inhibition; recombinant SENP1 catalytic domain, CyPet-SUMO1-YPet FRET cleavage; inhibition, % at 10 µM; hit rate 0.21% among 360,000;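 active = inhibition at least 30% at 10 µM, raw YFP signal under a set limit, fluorescence ratio 0.5 to 1.5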;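 note: 0% = enzyme with DMSO and 100% = no enzyme wells; some results filed as inactive read as strong as hits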
Target sequence (Q9P0U3 419-644 limits assumed): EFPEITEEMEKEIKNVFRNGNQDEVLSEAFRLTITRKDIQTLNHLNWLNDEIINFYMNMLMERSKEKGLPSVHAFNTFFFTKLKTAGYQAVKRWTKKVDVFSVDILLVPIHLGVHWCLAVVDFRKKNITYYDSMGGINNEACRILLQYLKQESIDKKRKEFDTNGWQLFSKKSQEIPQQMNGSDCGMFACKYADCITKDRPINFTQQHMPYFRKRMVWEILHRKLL
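system = hSENP1 catalytic domain, recombinant | reagent = SFCypet-SUMO1-SFYpet substrate at 25 nM | doses = one dose per compound, 10 µM, 0.5% DMSO | incubation = enzyme reaction for 50 min at room temperature, dark | measured by = FRET, CFP and YFP emission | controls = no-enzyme low, enzyme-DMSO high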
GRIN3A LBD mod: NR3A (human) ligand-binding domain modulation | NR3A LBD differential scanning fluorimetry, Tm shift; 0% = protein alone, 100% = glycine-bound protein | Tm shift relative to glycine control, % at 25 µM | hit rate 2.5% among 340,000;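 active = melting temperature shift of at least 10% of the positive control shift, at one fixed dose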
ATG4B inh: ATG4B (human) cysteine protease inhibition | Q9Y4P1 | ATG4B cleavage of LC3-PLA2, NBD-HPC fluorescence, 1 h | inhibition, % at 8.33 µM | hit rate 0.51% among 340,000 | AID 504462; in the data active = inhibition above about 40%
The depositor's hits bear a star; . = no result given.

molecule	SENP6 inh	SENP8 block	MPTP block	PfGluPho inh	hIAP activ	SENP1 inh	GRIN3A LBD mod	ATG4B inh
CC1(C)C(=O)Nc2ccccc2N1C(=O)COC(=O)c1cc(Cl)cc(Cl)c1	-19	-26	1.2	-48	0.92	1	-2	-1
CCCn1cc([C@@H]2C[C@H]3CN(Cc4cccc(Cl)c4)C(=O)[C@]34CCCN24)c(C)n1	3	17	0.7	-6	0.96	0	1	-4
CC(=O)NCCN=C(C)c1sc2ccccc2c1O	7	-27	0.5	-3	1.1	-149	0	-2
O=C(Nc1ccc2nn(-c3ccccc3)nc2c1)c1cccs1	-20	-298	4.8	-13	1	0	25*	-19
CC(C)c1ccc(C(=O)CC2(O)C(=O)N(CN3CCOCC3)c3ccccc32)cc1 (configuration not stated)	-44	16	6.8	4	1	1	-2	-1
C/C(N)=C(/C#N)C(=O)COC(=O)CNS(=O)(=O)c1c(F)cccc1F	-20	0	-2.5	-9	1.5	-3	-1	-9
COc1ccc(S(=O)(=O)N2CCC(C(=O)Nc3nccs3)CC2)cc1	15	-4	-0.4	8	1.2	-1	1	4
CCCCCSc1nnc(-c2ccccc2N)c(=O)[nH]1	-15	29	0.7	-2	1	5	-2	0
COc1ccc(-c2nc(CS(=O)(=O)CC(=O)NCCCc3ccccc3)c(C)o2)cc1	-2	5	0.2	14	1.2	1	0	-6
CC(C)(c1cc(Br)c(O)c(Br)c1)c1cc(Br)c(O)c(Br)c1	-28	4	2.0	-5	0.79	1	-13	29
Cc1ccc(NC(=S)NC(NC(=O)c2ccccc2C)C(Cl)(Cl)Cl)c(C)c1 (configuration not stated)	-10	-2	93*	27	1.2	0	1	-6
O=C(Nc1ccc(Br)c2cccnc12)c1ccc(Cn2cc(Cl)cn2)o1	-5	-107	7.3	19	0.92	-3	-4	4
COc1cc2c(cc1OC)C(c1ccc(C)o1)CC(=O)N2 (configuration not stated)	-4	-341	-1.0	28	0.98	-3	0	-1
O=C(COc1ccc(C2SCCS2)cc1)Nc1ccc(Cl)cc1	-1	10	32	7	0.79	1	-16	-9
Cn1c(N/N=C2\CCCc3ccccc32)nc2c1c(=O)n(Cc1ccccc1)c(=O)n2C	-8	-54	0.8	28	1	4	-2	20
O=C(c1ccccc1F)N1CCN(c2cccc(C(F)(F)F)c2)CC1	-2	5	1.8	0	1	-2	-2	-1
CC(=O)C1=C(O)C(=O)N(CCC(=O)O)C1c1ccccc1Cl (configuration not stated)	-9	-2	-2.1	-1	1	0	0	-2
Cc1ccccc1C(=O)NC(=S)Nc1cccc(NC(=O)C(C)C)c1	2	13	0.8	3	1	2	0	3
Cc1cc(C)cc(NC(=O)CN(C)S(=O)(=O)c2cccc3nsnc23)c1	2	24	-1.7	-2	1.1	0	-3	-8
Cn1c(C(=O)N(Cc2ccccc2)Cc2cccs2)cc2sccc21	-11	14	0.3	-7	0.87	0	0	32
O=C(c1cc(Cl)nc2ccccc12)N1CCc2ccccc2C1	0	7	1.9	0	0.91	0	-16	9
CCN(C(=O)COC(=O)Cn1c(C)csc1=O)c1c(N)n(Cc2ccccc2)c(=O)[nH]c1=O	3	3	0.3	-6	1.1	0	-2	9
Cn1c(=O)[nH]c2ncccc21	9	-61	2.0	11	0.99	-37	-1	-5
COc1ccc2oc(C(=O)OCC(=O)Nc3ccc(C)c(S(=O)(=O)N4CCOCC4)c3)c(C)c2c1	.	-447	-0.5	-1	.	-7	.	.
O=C(CSc1ncccn1)N1CCCC1	-8	8	2.0	-13	1.1	0	-4	-3
NC(=S)NN=C(Cc1ccccc1)Cc1ccccc1	14	17	0.8	8	1.2	0	-1	3
COc1ccc(C)cc1S(=O)(=O)Nc1ccc(F)cc1	-3	14	0.6	2	1.1	3	0	-4
CC(=O)Nc1ccc(S(=O)(=O)Nc2cc3c(cc2C(C)=O)OCO3)cc1	-11	7	0.4	-3	0.86	-5	2	1
COc1ccc(CCN(C)C(=O)c2cncc(Br)c2)cc1OC	-8	11	-0.1	-5	1.1	1	-5	-5
CCOC(=O)c1ccc(Oc2nc(OC)cc(OC)n2)cc1	-12	4	-0.1	-8	1.3	0	-2	-2

Overlap with the part before: 3 compounds, then new ones.
molecule	SENP6 inh	SENP8 block	MPTP block	PfGluPho inh	hIAP activ	SENP1 inh	GRIN3A LBD mod	ATG4B inh
CC(=O)Nc1ccc(S(=O)(=O)Nc2cc3c(cc2C(C)=O)OCO3)cc1	-11	7	0.4	-3	0.86	-5	2	1
COc1ccc(CCN(C)C(=O)c2cncc(Br)c2)cc1OC	-8	11	-0.1	-5	1.1	1	-5	-5
CCOC(=O)c1ccc(Oc2nc(OC)cc(OC)n2)cc1	-12	4	-0.1	-8	1.3	0	-2	-2
O=C(NC1CCN(C(=O)c2ccccc2Br)CC1)c1ccccc1	-11	11	-0.9	-11	0.89	2	1	-1
COc1ccc(CCNC(=O)CSc2nncn2N)cc1OC	-13	7	1.1	6	0.84	4	1	2
Cc1ccsc1/C=N/NC(=O)c1ccncc1	-15	11	-0.6	0	1.3	0	1	2
COCCOC(=O)c1c(NC(=O)CN2c3ccccc3CC2C)sc(C(N)=O)c1C (configuration not stated)	-11	3	0.7	3	0.97	0	-2	-5
O=C(c1ccc(Cl)cc1)N1CCCOC1	14	16	-0.6	-1	1.1	-4	0	-13
CC(C)c1ccc(N2C=Nc3ccc(C(C)C)cc3C2)cc1	-3	6	28	13	1.2	-1	6	-2
COC(=O)c1c(C(=O)NCc2ccccc2)ncn1CC(O)COc1ccccc1 (configuration not stated)	-4	14	-4.5	-9	1.2	2	-1	-8
CC(=O)Nc1ccc(S(=O)(=O)N2CCN=C2C)cc1	-13	19	0.0	-12	0.9	0	1	-3
Cc1sc2nc(SCc3ccccc3)n(Cc3ccco3)c(=O)c2c1C	-6	0	1.0	-3	1.1	-1	0	34
CN(C)NC(=S)NC1CC2CCC1C2 (configuration not stated)	-12	13	1.0	2	1.1	0	-4	-1
CN1CCN(c2c(/C=N/O)c3ccccc3n2C)CC1	-10	20	0.2	5	0.96	-2	3	4
O=C(OCc1ccccc1)/C(=C/c1cccc(Br)c1)NC(=O)c1ccco1	12	0	-1.0	4	1	0	2	9
CCn1cc(CNC(=S)Nc2cccc3ccccc23)cn1	-13	-13	0.0	13	0.99	2	-1	-11
Cc1ccc(CNC(=O)C2CCC(=O)N(CCc3ccccc3)C2)s1 (configuration not stated)	-6	10	-0.2	-11	0.97	1	-2	-7
Nc1ccccc1Nc1nc2ccccc2[nH]1	-3	14	0.6	-6	0.85	1	3	-8
O=C(CN1C(=O)c2ccccc2C1=O)Nc1nccs1	1	9	-1.7	8	1.3	1	0	-6
Cc1ccc(/C=C2/C(=O)c3ccc(C(=O)O)cc3C2=O)o1	.	11	1.3	45	.	26	2	19
c1cc(N2CCCC2)ccc1C(c1nnnn1C1CCCCC1)N1CCOCC1 (configuration not stated)	18	-12	-0.5	-1	1.1	-22	-11	3
N#Cc1ccc(/C=C/C(=O)c2cccnc2)cc1	-49	-4	-0.2	8	1.1	1	4	-6
COC(=O)c1cccc(-c2ccc(C(c3c(C)[nH][nH]c3=O)c3c(C)[nH][nH]c3=O)o2)c1	43	17	0.3	30	1.2	1	-3	4
C[C@@H]1CC=C[C@H]2[C@H]1C(=O)N(Cc1ccccc1)[C@H]2c1ccc(Br)cc1F	-1	5	1.3	13	0.8	0	-2	-10
O=C(CC12CC3CC(CC(C3)C1)C2)Nc1cccc2ncccc12	-2	-204	-4.0	-14	0.82	0	-5	3
CC(C)c1ccc(-c2nn(-c3ccccc3)cc2C2C(C#N)=C(N)OC3=C2C(=O)CC(C)(C)C3)cc1 (configuration not stated)	-4	12	6.6	25	1	-2	4	-5
CCCSc1nc2c(c(=O)n(C)c(=O)n2C)n1Cc1ccc(C)cc1	-18	20	-1.4	-24	0.98	0	1	-10
O=C(O)c1ccccc1Cc1nc2cc(Cl)ccc2c(=O)[nH]1	1	11	-0.3	-13	1.1	4	3	-7
CCOc1ccccc1/C=C(\C(=O)O)c1ccc(S(=O)(=O)N2CCCCC2)s1	-8	-224	0.6	-19	1	-8	1	11
N#CC1(NC(=O)CSc2nnc(COc3ccccc3F)n2N)CCCCC1	-4	7	0.4	-3	1.2	1	1	-3
Cc1csc(=O)n1CC(=O)Nc1ccc(S(C)(=O)=O)cc1	-6	2	-1.9	2	1.2	2	2	4
COc1ccc(OC)c(C2CC(=O)NC(SC)=C2C#N)c1 (configuration not stated)	-3	-2	-2.8	28	1.2	-1	0	-11
Cc1cc(C)c(NC(=O)CN(C)C(C)C(=O)N2CCc3ccccc32)c(C)c1 (configuration not stated)	-1	11	-0.7	1	0.94	-3	0	-17
Cc1cc(NC(=O)CSc2nc3c([nH]c4ccccc43)c(=O)n2-c2cccc(C(F)(F)F)c2)no1	.	-121	6.5	-16	.	-1	-2	23
COc1ccc(/C(N)=N/OC(=O)Cc2ccccc2)cc1	-33	9	1.8	4	1.2	3	0	-5
CCN(CC)S(=O)(=O)c1ccc(NC(=O)CN(c2ccc(OC)cc2OC)S(C)(=O)=O)cc1	-5	17	1.4	7	0.83	1	0	-20
OCCNc1nc(Nc2ccc(Cl)cc2)nc(N2CCCC2)n1	8	-11	-0.6	-2	0.86	1	-9	-14
O=C(CNS(=O)(=O)/C=C/c1ccccc1)OCC(=O)N1CCC(Cc2ccccc2)CC1	-10	16	-0.9	-22	0.92	2	2	-20
Cc1ccc(NC(=O)COC(=O)c2ccc(OC(F)F)cc2)cc1S(=O)(=O)N1CCCCC1	.	11	0.4	2	.	5	1	-14
Cc1nc2ccc(S(=O)(=O)c3ccc4nc(C)[nH]c4c3)cc2[nH]1	-4	12	-2.3	-7	1.2	1	0	-4
O=C(COC(=O)c1cccs1)Nc1ccccc1Cl	13	11	-0.1	-15	0.93	0	-2	-3
Cc1cc(C(F)F)n2nc(C(=O)Nc3ccc(F)cc3F)nc2n1	-4	13	-0.2	5	0.97	2	1	-10
C#CCOCCOCCOCCNc1nc(N2CCN(C(=O)CCCCCCCCCCNC(=O)[C@H](CCCCN)n3cc(CCCC(=O)O)nn3)CC2)nc(N2CCN(C(=O)CCCCCCCCCCNC(=O)[C@@H]([C@H](C)O)n3cc(C)nn3)CC2)n1	-11	13	-1.0	9	1	-1	-3	-39
COC(=O)c1sc(SC)c(-c2ccon2)c1C	-14	2	-0.8	-3	1.1	1	2	-8
O=C(O)CCCSCC(=O)Nc1ccccc1	-9	0	-1.2	-23	0.92	-1	-3	-5
CC(C(=O)N1CCc2ccccc21)n1cccc1 (configuration not stated)	-10	9	0.0	10	1.3	1	-4	-11
Cc1cccc(OCc2nnc(SCC(=O)NCCc3ccccc3)o2)c1	-14	7	1.7	5	0.94	2	-5	-10
Cc1ccc(NC(=O)NNS(=O)(=O)c2ccc(Br)cc2)cc1	-17	24	-1.5	-4	0.95	0	8	-1
CCOC(=O)C1=C(COC(=O)c2ncc(Cl)c(Cl)c2Cl)NC(=O)NC1C (configuration not stated)	-22	4	-2.4	5	1.1	2	2	7
Cc1nn(CC(=O)OCC(=O)Nc2ccccc2[N+](=O)[O-])c(C)c1[N+](=O)[O-]	-1	17	-0.7	20	0.93	1	-2	-1
O=C(OCc1ccc(Cl)cc1)c1cccnc1Cl	-1	11	0.5	7	1	2	3	-4
NS(=O)(=O)c1cc([N+](=O)[O-])ccc1NCc1cccnc1	-1	21	-0.5	15	0.92	1	1	-6
Cc1cccc(C)c1NC(=O)CNC(=O)C1COc2ccccc2O1 (configuration not stated)	-7	8	-0.7	-7	0.9	2	-1	2

Source: PubChem

Random draw from the library (roughly 6.7% active in at least one column).
